thrombin 1536: inhibitors of human thrombin. P00734. inhibition, % at 5 µM. alpha-thrombin, Boc-VPR-AMC fluorogenic substrate cleavage. 220,000 tested, 0.26% active;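 active = inhibition at or above 40%; inactive = inhibition below 40%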;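 note: 0% = enzyme with no compound and 100% = wells without enzyme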
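Assay system: human alpha-thrombin enzyme. Reagent: Boc-VPR-AMC substrate, 15 µM final. Compound dosing: one concentration per compound, 5 µM, with 0.2% DMSO. Incubation: room-temperature reaction. Technique: AMC fluorescence, 355/460 nm. Measure: % inhibition relative to enzyme controls and enzyme-free blanks.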
zVAD death inh: L929 zVAD cell death inhibition; L929 zVAD necroptosis rescue, ATP luminescence, 24 h; with zVAD 60 µM; viability rescue, % at 10 µM; 220,000 tested, 0.38% active; AID 1377;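 active = activation, scaled between plate controls, above about 75%, limit read from the data; inactive = activation under that limit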;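 note: 0% = zVAD with DMSO and 100% = DMSO alone without zVAD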
Rad51 HR inh: Rad51 (human) homologous recombination inhibition | Q06609 | hRad51 DNA strand exchange, fluorescence dequenching | inhibition, % at 10 µM | 200,000 tested, 0.085% active | AID 1385;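 active = inhibition above 40% at the single screening dose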;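 note: 0% = DMSO control wells and 100% = blanks with heterologous ssDNA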
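Material: hRad51 filaments on single-stranded DNA; Reagent: Donor/quencher-labelled 47-bp dsDNA substrate; Compound: 10 µM final, single point; Schedule: 37 °C 15-min filament assembly, 30-min compound preincubation, 15-min exchange; Technique: FRET fluorescence, excitation 485 nm, emission 520 nm; Benchmarks: control wells and blank wells on each plate.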
FXIIa inh 1536: inhibitors of human coagulation factor XIIa | AID 800 | P00748 | inhibition, % at 5 µM | 220,000 tested, 0.3% active | purified FXIIa, Boc-QGR-AMC fluorogenic substrate, 2 h; in the data active = inhibition above about 40%;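 note: 0% = enzyme with no compound and 100% = blank without enzyme; many of its hits are not listed in these tables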
FXIa inh: factor XIa (human) inhibition. 220,000 tested, 0.14% active. AID 798. purified FXIa, Boc-Glu-Ala-Arg-AMC fluorogenic substrate. P03951. inhibition, % at 5 µM;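 active = inhibition of at least 40%; inactive = inhibition below 40%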;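 note: fluorescence of freed AMC excited at 355 nm; 0% = enzyme without compound and 100% = no enzyme blank; many of its hits are not listed in these tables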
TNF death inh: TNF-alpha cell death inhibition in Jurkat FADD-/- cells; activation (protection from cell death), % at 10 µM; Jurkat FADD-/- TNF necroptosis rescue, ATP luminescence, 24 h; 0 = TNF only, 100 = no-TNF cells; 220,000 tested, 0.068% active;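 active = activation, meaning protection from cell death, of at least 50% relative to plate controls; inactive = activation below 50%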;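 note: necroptosis triggered by 40 ng/mL TNF-alpha added together with compound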
hK5 inh: kallikrein 5 (human) inhibition; AID 873; recombinant hK5, fluorogenic AMC substrate cleavage; Q9Y337; 210,000 tested, 0.59% active; inhibition, % at 5 µM;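 active = inhibition of 40% or more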;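 note: 0% = enzyme controls without compound and 100% = no-enzyme blanks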
Target sequence (Q9Y337 67-293 limits assumed): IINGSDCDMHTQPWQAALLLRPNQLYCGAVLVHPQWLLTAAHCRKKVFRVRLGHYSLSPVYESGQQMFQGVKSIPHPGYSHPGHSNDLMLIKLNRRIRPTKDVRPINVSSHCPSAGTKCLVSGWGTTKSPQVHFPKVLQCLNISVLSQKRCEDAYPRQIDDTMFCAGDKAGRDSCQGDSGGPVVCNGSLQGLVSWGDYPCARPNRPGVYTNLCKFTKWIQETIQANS
Hck-Nef inh: blocks Nef-activated human Hck kinase; P08631; Recombinant Hck-YEEI plus Nef, Z-Lyte FRET kinase assay; inhibition, % at 20 µM; 220,000 tested, 0.68% active;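 active = Hck-Nef kinase inhibition above about 50%, limit read from the data; inactive = inhibition below that limit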;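 note: 0% = DMSO with Hck plus Nef and 100% = Hck alone without Nef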
Target sequence (P08631 whole entry, looked up): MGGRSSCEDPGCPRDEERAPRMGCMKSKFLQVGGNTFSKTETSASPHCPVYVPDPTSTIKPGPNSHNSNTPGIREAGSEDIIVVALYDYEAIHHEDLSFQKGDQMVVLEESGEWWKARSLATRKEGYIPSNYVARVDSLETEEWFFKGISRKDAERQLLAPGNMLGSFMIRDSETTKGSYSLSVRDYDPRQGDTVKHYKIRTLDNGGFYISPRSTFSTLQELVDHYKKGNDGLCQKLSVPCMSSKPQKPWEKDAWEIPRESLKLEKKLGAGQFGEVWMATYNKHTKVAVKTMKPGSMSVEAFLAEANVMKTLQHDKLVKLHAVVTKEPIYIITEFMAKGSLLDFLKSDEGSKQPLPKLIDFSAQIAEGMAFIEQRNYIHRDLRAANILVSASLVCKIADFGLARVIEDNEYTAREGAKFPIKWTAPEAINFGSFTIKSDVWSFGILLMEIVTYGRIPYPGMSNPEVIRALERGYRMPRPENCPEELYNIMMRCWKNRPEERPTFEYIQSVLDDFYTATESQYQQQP
Cl transport mod: KCC2 (human) Cl- transport modulation. KCC2 cells, thallium flux FluoZin-2 fluorescence. B-score of Tl+ flux slope (higher = more flux/activation; lower = inhibition) at 10 µM. 190,000 tested, 2.2% active. AID 1456;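 active = thallium flux slope and its plate-corrected score both differing from the plate sample mean at a set confidence after two filtering rounds, in either direction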;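 note: slope of fluorescence scaled to starting intensity during 10 to 20 s after thallium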
Active calls of the source: *; · = no result given.

No.	molecule	thrombin 1536	zVAD death inh	Rad51 HR inh	FXIIa inh 1536	FXIa inh	TNF death inh	hK5 inh	Hck-Nef inh	Cl transport mod
1	CCOC(=O)c1c(NC(=O)CC)sc(C(=O)N2CCCCC2)c1C	-5	-0.3	-18	-1	-14	-0.2	-8	-2	1.2
2	Cn1nc(C(F)(F)F)c2cc(NC(=O)OCC(C)(C)C)sc21	4	1.8	1	14	1	-1.0	-4	-1	-1.4
3	CC(=O)CCS(=O)(=O)c1ccc(NC(C)=O)cc1	-5	-0.8	7	6	10	-4.9	-7	-22	-0.19
4	CC(C)(C)CC(=O)Nc1ccc(S(=O)(=O)N2CCCC2)cc1	-3	18	4	4	-4	3.3	-2	0	-1.6
5	CCOC(=O)C(C(=O)Nc1nc2ccccc2s1)C1CCCCC1 (stereo unspecified)	-4	0.5	5	-15	-17	2.2	-13	0	-0.76
6	CCCCCC(=O)NNC(=S)NC(C)=O	15	3.2	1	2	-6	-0.2	-10	17	0.3
7	Cc1c(C(=O)NCc2cccnc2)sc2ncn(CC(=O)N3CCCCC3C)c(=O)c12 (stereo unspecified)	-4	-0.3	5	3	-5	1.1	-8	1	-1.3
8	CC(Oc1ccc(Cl)cc1)C(=O)N/N=C/c1ccsc1 (stereo unspecified)	-3	2.8	·	7	6	1.3	-5	2	0.13
9	CCCn1cc(SCC(=O)Nc2nnc(C)s2)c2ccccc21	-5	2.1	2	17	8	1.1	-2	0	-0.76
10	O=C(N/N=C\c1cccnc1)c1cc(-c2ccc(Cl)s2)[nH]n1	5	65	-5	-3	-3	0.3	-5	23	7.9e-05
11	COc1ccc2nc(SCC(=O)C(C)(C)C)[nH]c2c1	-16	1.4	·	2	1	5.1	-4	18	0.013
12	Cn1c(=O)c2ncn(CC(=O)N=Nc3c(O)[nH]c4ccccc34)c2n(C)c1=O	-5	1.7	-1	6	2	2.6	-9	15	0.33
13	Cc1cc(N2CCCCC2)nc(N)n1	-2	-0.5	-8	-8	-6	1.4	-6	-1	0.00071
14	CCN(CC)S(=O)(=O)N1CCC(C(=O)NCCN2CCOCC2)CC1	-3	-0.2	2	2	-3	-0.6	-4	3	0.012
15	CS(=O)(=O)Nc1ccccc1C(=O)Nc1cc(Cl)cc(Cl)c1	-1	1.0	0	-10	-3	-2.4	-110	7	0.26
16	Cc1noc(C)c1COc1ccc(C(=O)OCC(=O)Nc2c(C)n(C)n(-c3ccccc3)c2=O)cc1	3	-0.2	-24	8	-2	-1.7	3	12	-2.3
17	CCN(CC)S(=O)(=O)c1ccc(N2CCCC2)c(C(=O)OCC(=O)/C(C#N)=C(\C)N)c1	-8	-0.3	-6	-10	-10	0.6	-8	0	-0.4
18	CCCNC(=O)COC(=O)c1cc(SC)ccc1Cl	-2	-0.6	0	-1	-10	0.4	-1	9	0.68
19	CCN1CCN(S(=O)(=O)c2ccc(Br)s2)CC1	-6	0.1	7	-15	-7	0.7	0	11	0.52
20	O=C(NC(CO)(CO)CO)c1coc(=O)c(Br)c1	3	0.2	-5	37	18	-5.1	-16	2	·
21	CCSc1nnc(-c2cccnc2)n1-c1ccc(Cl)c(C)c1	-3	-0.1	-5	8	-6	-3.7	-5	-4	-1.5
22	CC(C)CC(=O)Nc1ccc(F)c(Cl)c1	-17	-0.1	-3	-14	-6	6.6	-2	3	0.71
23	C=CCn1c(Cc2csc(N)n2)nnc1SCc1ccc(C(=O)OC)cc1	-2	0.0	2	9	2	0.3	-2	0	·
24	CCOC(=O)c1ccc(-n2nc(C)cc2C)cc1	-2	0.3	-1	1	-4	3.3	1	5	-0.39
25	Cc1ccc(NC(=O)Cc2nc(CSc3nnc(-c4ccc5c(c4)OCO5)o3)cs2)cc1	-5	4.2	0	21	2	-1.8	-11	2	·
26	CC(C)Cc1nnc(NC(=O)CCC(=O)Nc2ccc3cn[nH]c3c2)s1	-1	0.4	·	9	6	0.6	4	3	0.68
27	C/C(=C(\C#N)C(=O)NCCCN1CCOCC1)N(C)C	-6	-0.2	-5	7	1	-0.3	-24	1	0.37
28	CCn1c(NCCCO)nc2c(c1=O)C(C)(CC)Cc1ccccc1-2 (stereo unspecified)	-8	0.5	18	-2	2	7.1	-11	9	1.2
29	Cc1nn2cc(-c3ccccc3)nc2[nH]c1=O	-5	0.1	5	6	-6	-2.0	-1	9	0.0082
30	O=C(O)C1C2C=CC(C2)C1C(=O)OCc1ccccc1 (stereo unspecified)	-3	-0.4	-7	4	-19	-0.9	-27	7	-1
31	Oc1cccc(/C=N/Nc2cc(N3CCOCC3)nc(N3CCOCC3)n2)c1	-7	-0.6	-2	15	7	6.2	-15	6	-0.03
32	Cc1nc(NC(=O)c2oc3ccccc3c2C)sc1C(=O)N(C)C	-3	0.3	2	13	6	-0.3	17	0	0.11
33	Cc1ccc(-c2noc(CSc3nnc(-c4cccs4)n3C)n2)cc1	-4	0.4	-2	2	-5	-2.0	-8	-19	·
34	O=C1CSC(c2cccc(F)c2)N1c1ccc(O)cc1 (stereo unspecified)	-9	-0.5	-1	-6	-8	0.4	-12	1	·
35	COc1ccc(-n2cc(-c3ccc(Cl)cc3)[nH]c2=S)cc1	3	0.5	3	4	-1	-2.4	-3	7	5.7*
36	CCCn1c(SCC(=O)N(CC)CC)nnc1-c1ccncc1	2	1.4	6	-1	-3	0.0	-16	-1	1.1
37	O=C(/C=C/c1ccccc1)OCCCN=C1NS(=O)(=O)c2ccccc21	2	0.0	10	1	-1	-0.8	-14	0	-1.2
38	CC(C)=C1C2C=CC1C1C(=O)N(c3ccc4c(c3)OCO4)C(=O)C21 (stereo unspecified)	0	-0.2	-1	12	4	-1.0	-6	12	·
39	C(=C\c1ccccc1)/CNn1cnnc1	-3	0.9	-33	3	-1	1.9	-12	2	-0.59
40	COC(=O)c1ccc(-n2c(C)cc(C(=O)COC(=O)CC3Sc4ccccc4NC3=O)c2C)cc1 (stereo unspecified)	-5	-0.1	1	6	4	0.3	-14	3	-1.1
41	O=C(CCCN1C(=O)/C(=C\c2ccccc2)SC1=S)Nc1ccc(O)cc1	-10	29	-7	9	1	0.0	5	17	-0.66
42	Cn1c(=O)cc(OCCCC(=O)N2CCN(c3ccccc3)CC2)c2ccccc21	1	-0.3	·	29	20	-3.1	-15	1	·
43	CCN(CC(=O)Nc1cc(C)nn1-c1nc(C)cc(C)n1)Cc1ccccc1	-6	-0.3	·	2	-2	-9.4	-11	6	0.16
44	CC(C)=C1C2CCC1C1C(=O)N(c3nc(-c4ccc(F)cc4)c(C)s3)C(=O)C21 (stereo unspecified)	1	0.2	0	11	5	-5.8	-10	2	-1.6
45	Cc1cc(=O)n2[nH]c(-c3cccnc3)nc2n1	1	-0.6	·	23	19	-3.2	-6	-1	0.061
46	O=C(NCc1ccc2c(c1)OCO2)c1cccc(S(=O)(=O)N2CCOCC2)c1	-4	-0.3	-1	7	2	-0.5	-13	1	-1
47	COc1ccc(CNc2oc(C)nc2C#N)cc1	-3	-0.6	-3	7	3	-2.5	1	0	0.67
48	O=C(NN=C(Cc1ccccc1)Cc1ccccc1)c1ccccc1O	3	0.4	-6	-1	-6	2.9	-18	-2	23*
49	COc1ccc(N(C)C2=NS(=O)(=O)c3ccccc32)cc1	0	-0.5	3	11	5	-7.0	15	-1	0.23
50	CC(=O)Nc1ccc(NCN2C(=O)[C@@H]3[C@H]4CC[C@H](C4)[C@@H]3C2=O)cc1	-4	0.8	4	7	3	0.6	-12	5	-0.36
51	COc1ccc(C2C(C#N)=C(N)Oc3cc(O)ccc32)cc1OC (stereo unspecified)	4	0.1	6	-6	1	-0.1	-3	4	-0.019
52	CC1(C)Cc2c(c(-c3ccccc3Cl)[nH]c(=O)c2C#N)CO1	-3	-0.9	·	3	-1	-3.0	-5	7	-1.3
53	C(=C\c1ccccc1)/CSc1nnc(-c2ccccn2)n1Cc1ccco1	-4	-0.3	-5	18	2	-7.8	0	7	·

These rows are one share of the data (hit frequency here may not be typical).
